JMJD2A Tudor = blocks the human JMJD2A Tudor domain | 390,000 tested, 4.4% active | O75164 | AlphaScreen JMJD2A-Tudor / H3K4me3 peptide binding | Potency, µM (doses to about 114 µM), for inactives: top-dose activity change, negative = inhibition, actives largely listed as inhibitors; further: potency means the concentration at half of the fitted maximal effect; on the % scale 0 is the no-effect control and ±100 the full control effect; nearly all actives have a fitted effect of over 50% in size
HP1b binding inh = inhibitors of HP1-beta chromodomain binding to methylated histone tails; Potency, µM (series often up to 114 µM), for inactives: at the top dose activity change, negative = inhibition, most hits filed as inhibitors; 390,000 tested, 0.56% active; AlphaScreen HP1-beta / biotin-H3K9me3 peptide binding; P83916; further: potency means the concentration at half of the fitted maximal effect; nearly all actives have a fitted effect of over 70% in size; inactives centre near 23
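HP1-beta protein (50 nM final) preincubated 30 min at room temperature with biotinylated H3(1-18)K9me3 peptide (50 nM) in PBS pH 7.4, 0.01% Tween-20, then compound added for 30 min. AlphaScreen streptavidin donor/nickel chelate acceptor beads (10 ug/mL final), 30 min dark, luminescence read.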
12-LOX inh = inhibitors of human 12S-lipoxygenase ALOX12; P18054; purified 12hLO, xylenol orange hydroperoxide absorbance; Potency, µM (highest dose often 108 µM), without a hit: at the top dose activity change, negative = inhibition, usual class: inhibitors; 580,000 tested, 1.1% active; AID 1671190; further: potency means the concentration at half of the fitted maximal effect; on the % scale 0 is the no-effect control and ±100 the full control effect
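Hydroperoxide product was detected by ferrous iron/xylenol orange as the 573 to 405 nm absorbance ratio. Arachidonic acid at 40 uM (final) was turned over for 30 min at room temperature by 150 nM human 12hLO, pH 7.0 Hepes buffer, after 15 min compound preincubation.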
BAZ2B inh = inhibitors of human BAZ2B bromodomain. AlphaScreen BAZ2B-H3K14Ac peptide displacement. Potency, µM (titrated, usually from 114 µM), for inactives: at the highest dose activity change, negative = inhibition, most hits filed as inhibitors. 360,000 tested, 4.4% active; further: potency means the concentration at half of the fitted maximal effect; on the % scale 0 is the no-effect control and ±100 the full control effect; nearly all actives have a fitted effect of over 60% in size
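BAZ2B (50 nM) with biotin-H3(5-23)K14Ac peptide (50 nM) in PBS pH 7.4, 0.01% Tween-20, preformed 30 min, then compound 30 min at room temperature; top concentration 110uM. AlphaScreen streptavidin donor/nickel chelate acceptor beads (10 ug/mL final), 20 min dark, signal read.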
RGS4 inhibitor = blocks human RGS4-accelerated GTP hydrolysis | P49798 | Potency, µM (series often up to 114 µM), without a hit: at the top dose activity change, negative = inhibition, most hits filed as inhibitors | 390,000 tested, 0.039% active | Transcreener GDP fluorescence polarization, RGS4-accelerated GTP hydrolysis | AID 504845; further: potency means the concentration at half of the fitted maximal effect; on the % scale 0 is the no-effect control and ±100 the full control effect; nearly all actives have a fitted effect of over 75% in size; some results filed as inactive show a strong effect at the top dose
Target sequence (P49798 whole entry, looked up): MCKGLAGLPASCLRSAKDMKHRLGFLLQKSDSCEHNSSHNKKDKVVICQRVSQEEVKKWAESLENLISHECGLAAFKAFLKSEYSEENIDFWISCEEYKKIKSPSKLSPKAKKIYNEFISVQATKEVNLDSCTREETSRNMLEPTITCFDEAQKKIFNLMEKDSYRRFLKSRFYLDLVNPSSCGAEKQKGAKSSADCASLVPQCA
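MLSMR compounds (23 nl, pin-transferred) preincubated 10 min at room temperature with a 500nM (2x) first reagent, then RGS4 at 900nM (2x) plus Transcreener GDP mix added; fluorescence polarization (620/688 nm) read before and after 90 min at 30 °C.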
ERG Ets-DNA blk = ERG Ets/DNA interaction inhibition; P11308; Potency, µM (titrated, usually from 76.9 µM), inactives show at the top dose FP activity, negative = inhibition, usual class: inhibitors; AID 624246; fluorescence polarization, His-ERG Ets domain / labelled DNA; 370,000 tested, 0.028% active; active means well fitted inhibition curve with a large enough effect in the polarisation, with a control signal flat; inconclusive means small, poorly fitted or top-dose-only effect, or effect the other way, or a change in a side signal; inactive means no such curve, though single readings can be large or run the other way; the % refers to the polarisation;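 further: polarization taken with two DNA probes labelled with fluorescein and Texas red; potency means the concentration at half of the fitted maximal effect; % of control where 0% means no effect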
Target sequence (P11308 whole entry, looked up, the tested form may be a part): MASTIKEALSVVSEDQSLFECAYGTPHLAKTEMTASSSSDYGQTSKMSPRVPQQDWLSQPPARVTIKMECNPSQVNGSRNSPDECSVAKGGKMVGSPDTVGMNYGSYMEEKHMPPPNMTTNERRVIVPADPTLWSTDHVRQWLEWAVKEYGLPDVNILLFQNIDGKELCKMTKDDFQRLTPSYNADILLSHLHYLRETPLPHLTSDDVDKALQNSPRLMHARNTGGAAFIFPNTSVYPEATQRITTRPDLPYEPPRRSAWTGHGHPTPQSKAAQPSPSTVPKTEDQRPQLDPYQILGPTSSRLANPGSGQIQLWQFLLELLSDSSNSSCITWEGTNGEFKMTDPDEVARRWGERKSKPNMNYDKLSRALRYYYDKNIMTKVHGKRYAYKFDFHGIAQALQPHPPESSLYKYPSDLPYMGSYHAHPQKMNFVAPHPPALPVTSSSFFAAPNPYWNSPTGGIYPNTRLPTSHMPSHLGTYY
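His-tagged ERG Ets domain (1 uM in the protein solution; 300mM KCl, 50mM Tris-HCl, 1mM EDTA, 1mM DTT, pH 7.5) received compound, then a probe mix of 5 nM fluorescein-DNA and 100nM Texas-615-DNA. Fluorescence polarization was read for both dyes.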
PI4K2A inh = blocks human PI4K2A kinase activity; purified PI4K2A, ADP-Glo luminescence, 1 h; hits give low values; activity change, negative = inhibition, % at 76.9 µM; 420,000 tested, 0.13% active; AID 1346378; in the data active means activity change below about -50%; inconclusive means mostly about -30% to -49%;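 further: -100% = wells without enzyme as full effect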
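Compounds are screened against recombinant PI4K2A using PI as substrate and ATP, the latter dispensed at 300 microM. Reactions run one hour at ambient temperature before ADP-Glo detection; full inhibition defined by wells lacking enzyme.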
G9a block = inhibitors of human histone lysine methyltransferase G9a | Q96KQ7 | G9a H3K9 monomethylation, AlphaScreen, 2 h | Potency, µM (highest dose often 102 µM), inactives show top-dose activity, negative = inhibition, actives largely listed as inhibitors | 350,000 tested, 8.8% active | AID 504332; further: potency means the concentration at half of the fitted maximal effect; on the % scale 0 is the no-effect control and ±100 the full control effect; nearly all actives have a fitted effect of over 75% in size
Target sequence (Q96KQ7 913-1193 limits assumed): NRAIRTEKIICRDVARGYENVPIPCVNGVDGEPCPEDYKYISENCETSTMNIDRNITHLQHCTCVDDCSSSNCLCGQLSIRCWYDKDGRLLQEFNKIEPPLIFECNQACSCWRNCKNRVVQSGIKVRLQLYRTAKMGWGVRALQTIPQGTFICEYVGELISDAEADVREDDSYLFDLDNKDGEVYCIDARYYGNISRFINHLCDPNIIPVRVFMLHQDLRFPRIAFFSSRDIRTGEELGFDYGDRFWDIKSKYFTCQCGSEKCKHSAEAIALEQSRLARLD
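Chemiluminescent proximity detection of H3K9 monomethylation, read after 10 min bead incubation in the dark. Reaction: 20 nM G9a, 500 nM biotin-H3K9 peptide, 20 uM SAM cofactor, 2 h, room temperature, following 15 min enzyme-compound preincubation.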
GLS inh = blocks human kidney-isoform glutaminase activity; GLS enzymatic activity, qHTS titration; Potency, µM (doses to about 45.5 µM), for the others: top-dose activity change, negative = inhibition, actives largely listed as inhibitors; 410,000 tested, 0.21% active; further: potency means the concentration at half of the fitted maximal effect; on the % scale 0 is the no-effect control and ±100 the full control effect
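Assay buffer: 45 mM KH2PO4 pH 8.2, 0.02% Tween-20. hKGA acts on L-glutamine (1 mM solution added); product glutamate is reported by an oxidase/peroxidase Amplex Red coupling, with fluorescence taken at baseline and 30 min.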
* hit, by the source's call; ? = inconclusive; . = not tested or not shown; [ ] = another dose, or the depositor's remark. Unless noted, the call rests on the fitted dose curve; in most records, active means well fitted curve in the direction sought with a large enough effect; inconclusive means small, poorly fitted or top-dose-only effect, or another doubt; inactive means no such curve, though single readings can be large; an effect the other way counts as inactive or inconclusive.

entry | canonical_smiles | JMJD2A Tudor | HP1b binding inh | 12-LOX inh | BAZ2B inh | RGS4 inhibitor | ERG Ets-DNA blk | PI4K2A inh | G9a block | GLS inh
1 | COc1ccc2[nH]c(C(=O)NCCN3CCCCC3)cc2c1 | -34% | 15% | . | -15% | 8% | 11% | 0 | 56µM* | -6%
2 | CC(=O)N1CCc2cc(S(=O)(=O)CCC(=O)N3CCN(c4cc(C)ccc4C)CC3)ccc21 | -16% | 19% | -6% | -14%[57.1 µM] | 8% | 4% | -5 | 19% | 2%
3 | COc1ccccc1CC(=O)NC1CCC(C)CC1 (stereo unspecified) | -9% | 22% | -2% | -26% | 2% | 8% | -3 | -15% | 7%
4 | CCN(CC)C(=O)Cn1cc(C(=O)C(=O)NCCCN2CCCCC2)c2ccccc21 | -9% | 9% | 0% | -3% | -6% | -5% | 0 | -2% | 0%
5 | Cc1ccc(-c2nc3ccccc3n3c(-c4ccccc4)c4c(=O)n(C)c(=O)n(C)c4c23)cc1 | -3% | 41%[activator] | -8% | 2% | 6% | -2% | -10 | 2%[59 µM] | 0%
6 | CN(Cc1cnccn1)C(=O)C1CCC(=O)N(CCc2ccccc2)C1 (stereo unspecified) | 12% | 39%[activator] | -4% | -30% | 13% | 2% | -4 | -1% | 1%
7 | COC(=O)c1ccccc1NC(=O)c1cc2n(n1)C(C(F)F)CC(C(F)F)N2 (stereo unspecified) | -14% | 11% | 0% | 9% | -15% | 1% | 5 | 13%[59 µM] | 12%
8 | CN(C)c1ccc(CNC(=O)CCC(=O)N2Cc3ccccc3Oc3ncccc32)cc1 | -34% | 7% | -7% | -4%[57.1 µM] | 7% | -5% | 0 | ? | 27%
9 | Cc1ccc(C)c(-n2c(SCC(=O)Nc3nonc3C)nnc2-c2ccoc2C)c1 | -36% | -6% | 23% | -12% | 7% | -7% | -4 | ? | 8%
10 | N#C/C(=C\c1ccc(Br)s1)C(=O)N1CCN(c2ccccc2)CC1 | ? | 5% | -1% | -9% | -3% | 0% | -3 | -5%[59 µM] | 12%
11 | O=C(CN1C(=O)C2CCCCN2c2ccc(C(=O)N3CCCC3)cc21)NCc1cccc(F)c1 (stereo unspecified) | -17% | 10%[57 µM] | 0% | -4% | 23% | 2% | -1 | 1%[59 µM] | 14%
12 | CC(C)n1c(O)c(/C=C2\C=Nc3ccccc32)sc1=Nc1ccccc1 | -34% | -2% | 8% | -37% | 8% | . | -1 | 21%[12.7 µM] | -15%
13 | Cc1c(C(=O)NC(C)c2ccccc2)sc2nc3n(c(=O)c12)CCCC3 (stereo unspecified) | -6% | 18% | 8% | -9% | -4% | 1% | -1 | -7%[59 µM] | -3%
14 | CN(C)c1ccc(NC(=O)CSc2nc(N)c(C(=O)Nc3ccc(N(C)C)cc3)s2)cc1 | ? | ? | ? | 20µM* | ? | 12% | -8 | ? | 58%[activator]
15 | COC(=O)C1=C(C)C(c2ccc(OC)cc2)NC(=S)N1 (stereo unspecified) | -21%[57.1 µM] | 39%[activator] | 0% | 0%[57.1 µM] | 1%[11.4 µM] | -2% | 4 | 21%[12.7 µM] | -14%
16 | C=CCn1c(SC(C)C(=O)NC2(C#N)CCCCC2)nnc1-c1ccc(OC)cc1 (stereo unspecified) | 6% | 12% | -2% | -6% | 0% | 6% | -3 | 9%[12.7 µM] | .
17 | COCCCNC(=O)c1ccccc1N(Cc1ccccc1)S(=O)(=O)c1ccccc1 | 9% | 27% | ? | -1% | -23% | -9% | 1 | ? | 1%
18 | Cc1ccc2nc(SCc3nc4ccccc4c(=O)[nH]3)[nH]c2c1 | ? | 2% | ? | -17% | -44% | 14% | -7 | 40µM* | -15%
19 | O=C(CSC1=Nc2ccccc2C2=NC(Cc3ccccc3)C(=O)N12)Nc1ccccc1 (stereo unspecified) | -18% | 10% | ? | -26% | 1% | -3% | 0 | -13%[59 µM] | -25%
20 | COc1ccc(C(=O)NCc2ccccc2OC)cc1 | 1% | 29% | -18% | -3% | 3% | 0% | 3 | -7%[59 µM] | 3%
21 | CCN(CC)c1ccc2cc(C(N)=O)c(=O)oc2c1 | 22% | 43%[activator] | 15% | 18% | -10% | . | 1 | ? | -13%
22 | COc1ccc(C(=O)NNC(=O)C2=NN(c3ccccc3)C(=O)CC2)cc1 | -11% | 68%[activator] | -11% | 7% | -34%[56.9 µM] | -1% | 0 | . | 1%
23 | COC1OC2COC(c3ccccc3)OC2C2OC12 (stereo unspecified) | -16% | 22% | -8% | . | 0% | -6% | 0 | . | 2%
24 | CC1CC(=O)N(CC(=O)NC2CCCCC2)c2ccccc2S1 (stereo unspecified) | -10% | 27% | -28% | 5% | 2% | 6% | -1 | 5% | 1%
25 | COc1ccc(CNCCS(=O)(=O)NCc2ccc(OC)cc2)cc1 | -8% | 32% | ? | . | 5% | 0% | 0 | . | 8%
26 | CCOCCCN1C(=O)CN(C2CCC(C)CC2)C(=O)C1c1ccc(C)cc1 (stereo unspecified) | -10% | 21% | 3% | -5% | 0% | 4% | 3 | 18% | -7%
27 | COc1ccc(OCCNS(=O)(=O)Cc2ccccc2)cc1 | -23% | 26% | -17% | -6% | 9% | 10% | -2 | 10% | 2%
28 | O=C(CCCc1nc(-c2ccccc2)no1)NCc1cccnc1 | -3% | 30% | 0% | -30% | 8% | 1% | 3 | ? | -8%
29 | Cc1noc(C)c1C(=O)Nc1nccs1 | -17% | 19% | ? | -12% | -2% | 2% | 4 | 17% | -1%
30 | CC(Sc1nnc(C2CC2)n1C1CC1)C(=O)c1ccc(F)cc1 (stereo unspecified) | -10% | 27% | -9% | -19% | -1% | -4% | -1 | -16%[12.7 µM] | -5%
31 | O=C(COC(=O)c1cc([N+](=O)[O-])ccc1NCCO)c1ccccc1 | -34% | -3% | -27% | ? | 6% | -14% | 8 | ? | 4%
32 | CS(=O)(=O)N(CC(=O)Nc1ccc(CC#N)cc1)c1ccc(C23CC4CC(CC(C4)C2)C3)cc1 | -24% | 10% | 14% | -1% | 12% | . | -1 | -42% | -18%
33 | O=C(Nc1nnc(C23CC4CC(CC(C4)C2)C3)s1)c1ccc(N2C(=O)CCC2=O)cc1 | -28% | 9% | 22% | 6% | -2% | 5% | -2 | -17%[59 µM] | -4%
34 | CC(C)OCCCNC(=O)Cn1nc(-c2ccccc2)ccc1=O | -17% | 52%[activator] | 18% | -6% | -1% | . | 0 | -20% | 0%
35 | CCc1ccc(-c2cc(C)no2)cc1S(=O)(=O)N1CCN(c2ccc(F)cc2)CC1 | -14% | 22% | 1% | ? | -7% | 2% | 2 | 27% | 9%
36 | COc1ccc(/C=C2/C(=O)N(Cc3ccccc3)N=C2C)cc1 | -25% | 0% | -38% | -7% | ? | 8% | -10 | -20%[59 µM] | -3%
37 | CCOCCc1nnc(NC(=O)CCc2ccccc2)s1 | -6% | 29% | 76%[activator] | 7% | 9% | 2% | 3 | 3% | 2%
38 | Cc1c(NC(=O)C2CCN(S(=O)(=O)c3cccs3)CC2)c(=O)n(-c2ccccc2)n1C | -3% | 7% | 11% | -2% | 11% | 5% | -10 | . | -1%
39 | Cc1cc(C(=O)COc2ccccc2C(N)=O)c(C)n1C1CC1 | -28% | -8% | -7% | ? | -3% | 1% | -2 | -21% | 0%
40 | CCOC(=O)N1CCC(NS(=O)(=O)c2ccc(C#N)cc2)CC1 | -11% | 15% | 87%[activator] | -17% | 22% | -6% | 0 | 17% | 2%

7 consecutive entries out of the list so far:
entry | canonical_smiles | JMJD2A Tudor | HP1b binding inh | 12-LOX inh | BAZ2B inh | RGS4 inhibitor | ERG Ets-DNA blk | PI4K2A inh | G9a block | GLS inh
26 | CCOCCCN1C(=O)CN(C2CCC(C)CC2)C(=O)C1c1ccc(C)cc1 (stereo unspecified) | -10% | 21% | 3% | -5% | 0% | 4% | 3 | 18% | -7%
27 | COc1ccc(OCCNS(=O)(=O)Cc2ccccc2)cc1 | -23% | 26% | -17% | -6% | 9% | 10% | -2 | 10% | 2%
28 | O=C(CCCc1nc(-c2ccccc2)no1)NCc1cccnc1 | -3% | 30% | 0% | -30% | 8% | 1% | 3 | ? | -8%
29 | Cc1noc(C)c1C(=O)Nc1nccs1 | -17% | 19% | ? | -12% | -2% | 2% | 4 | 17% | -1%
30 | CC(Sc1nnc(C2CC2)n1C1CC1)C(=O)c1ccc(F)cc1 (stereo unspecified) | -10% | 27% | -9% | -19% | -1% | -4% | -1 | -16%[12.7 µM] | -5%
31 | O=C(COC(=O)c1cc([N+](=O)[O-])ccc1NCCO)c1ccccc1 | -34% | -3% | -27% | ? | 6% | -14% | 8 | ? | 4%
32 | CS(=O)(=O)N(CC(=O)Nc1ccc(CC#N)cc1)c1ccc(C23CC4CC(CC(C4)C2)C3)cc1 | -24% | 10% | 14% | -1% | 12% | . | -1 | -42% | -18%

A portion of the library; rates above refer to the full screens.
